Source: PubChem BioAssay (National Center for Advancing Translational Sciences (NCATS))
Pf Dd2 inh – blocks in vitro growth of P. falciparum Dd2 | P. falciparum Dd2 growth, SYBR Green, 72 h | hit rate 4.3% among 120,000 | Potency, µM (series often up to 28.9 µM), inactives show at the highest dose activity, negative = inhibition, hits mostly inhibitors | AID 1347417; active means well fitted inhibition curve with a large enough effect; inconclusive means small, poorly fitted or top-dose-only effect; inactive means no such curve, though single readings can be large or run the other way;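 further: plate controls were DMSO vehicle for no effect and reference drug for full effect; nearly all actives have a fitted effect of over 65% in size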
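Readout: SYBR Green fluorescence, 485 nm excitation, 535 nm emission, after ~16 h lysis at 37C. Before that, Dd2-infected red cells (2.5% hematocrit) grew 72 h with compound, 29 uM top final concentration.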
Numbers without * were called inactive; i = inactive; ? = inconclusive; [ ] = dose if it differs, or a comment. Potency means the concentration at half of the fitted maximal effect.

SMILES	Pf Dd2 inh
COc1ccccc1NC(=O)C1=C(C)Nc2nc(SC)nn2C1c1ccccc1Cl (stereo unspecified)	?
CCN1CCCCC1C(=O)N1CCC2(CC1)Nc1ccccc1NC2=O (stereo unspecified)	18.9%
Cc1noc(-c2ccc(OC3CN(C(=O)c4cccn4C)C3)cc2)n1	4.8%[5.79 µM]
Cc1cc(-c2ccc(C)c(S(=O)(=O)NCc3cccs3)c2)on1	45.8%[activator]
O=C(CCCCCn1c(=O)c2sccc2n(Cc2ccccc2Cl)c1=O)NCc1ccc2c(c1)OCO2	-8.5%
Cn1cccc1CNC(=O)C1CC(=O)N(c2n[nH]c3ccccc23)C1 (stereo unspecified)	0.4%
CCN(CC)C(=O)c1sc2c(c1C)c(=O)n(-c1ccc(OC)cc1OC)c(=O)n2CC(=O)Nc1ccccc1	-24.4%
COc1cc(CN2CCN(c3ncccc3C#N)CC2CCO)cc(OC)c1 (stereo unspecified)	i
Cn1ncc(N2CCCC(CC(=O)Nc3cccc(F)c3)C2)cc1=O (stereo unspecified)	-6.1%
O=C(NCCc1ccccc1)NC1CCc2nn(CC3CC3)c(=O)n2CC1 (stereo unspecified)	-6.9%
CC(=O)c1cccc(NC(=O)CCn2nc(C)c(S(=O)(=O)N3CCCCC3)c2C)c1	i
O=C(CC1CCCCC1)NC1CCN(c2cnn(Cc3ccccc3)c(=O)c2)CC1	?

Reformatted with bars between the fields: entries from further up.
compound | Pf Dd2 inh
COc1ccccc1NC(=O)C1=C(C)Nc2nc(SC)nn2C1c1ccccc1Cl (stereo unspecified) | ?
CCN1CCCCC1C(=O)N1CCC2(CC1)Nc1ccccc1NC2=O (stereo unspecified) | 18.9%
Cc1noc(-c2ccc(OC3CN(C(=O)c4cccn4C)C3)cc2)n1 | 4.8%[5.79 µM]
Cc1cc(-c2ccc(C)c(S(=O)(=O)NCc3cccs3)c2)on1 | 45.8%[activator]

Next section
SMILES	Pf Dd2 inh
Cc1cccc(C(C(=O)NCc2nn(C)c3ccc(C)cc23)N(C)C)c1 (stereo unspecified)	i
OCC1CN(Cc2cscn2)CCC12CCN(Cc1ccccc1)CC2 (stereo unspecified)	?
O=C(c1ccncc1)N1CC2CCC(C1)N2Cc1ccc(-c2cncnc2)cc1	-5.9%
O=C(c1cnccn1)N1CCC2(COc3ncccc3[S+](=O)([O-])N2)C1 (stereo unspecified)	7.2%
CCc1ccc(NC(=O)C2=CC(c3ccc4c(c3)OCO4)=NS(=O)(=O)N2C)cc1	5.3%
CC(NC(=O)c1cccc(Nc2nc3ccccc3n3nnnc23)c1)c1ccccc1 (stereo unspecified)	5.4%
CC(C)N1CCN(C(=O)[C@@]23CCCC[C@H]2N(C)C(=O)CC3)CC1	3.6%
CC(=O)Nc1ccc(CNC2(Cc3cc(CC(C)C)on3)COC2)cc1	-2.7%[44.1 µM]
Cc1nn(C(C)C)c(C)c1CNC(=O)c1cn(CCC2CCCCN2)nn1 (stereo unspecified)	-12.0%
COc1ccc(C)cc1NC(=O)CCS(=O)(=O)c1cc2c3c(c1)CCN3C(=O)CC2	28.0%
O=C1CN(C(=O)c2c(F)cccc2Cl)C(c2ccc(F)cc2)c2cc(Br)ccc2N1 (stereo unspecified)	i
Cc1ccc(CNC(=O)CCCCCn2c(=O)c3sccc3n(CC(=O)Nc3ccc(C)c(F)c3)c2=O)cc1	?

Filtered by structure, the entries above with a halogen
SMILES	Pf Dd2 inh
COc1ccccc1NC(=O)C1=C(C)Nc2nc(SC)nn2C1c1ccccc1Cl (stereo unspecified)	?
O=C(CCCCCn1c(=O)c2sccc2n(Cc2ccccc2Cl)c1=O)NCc1ccc2c(c1)OCO2	-8.5%
Cn1ncc(N2CCCC(CC(=O)Nc3cccc(F)c3)C2)cc1=O (stereo unspecified)	-6.1%
O=C1CN(C(=O)c2c(F)cccc2Cl)C(c2ccc(F)cc2)c2cc(Br)ccc2N1 (stereo unspecified)	i
Cc1ccc(CNC(=O)CCCCCn2c(=O)c3sccc3n(CC(=O)Nc3ccc(C)c(F)c3)c2=O)cc1	?

Next part
SMILES	Pf Dd2 inh
CC(C)(C)c1ccc(-c2cc(C[C@H]3CNCC[C@H]3CC(=O)Nc3ccccc3)no2)cc1	-24.6%[44.1 µM]
CN(C)c1ncnc2sc3c(c12)CCN(Cc1ccccc1)C3	?
CCN(CC)c1cc(C)c2cc(NC(=O)c3cccc(OC)c3)ccc2n1	i
CCn1c2c(c(=O)n1Cc1ccccc1)CCN(Cc1cncc(OC)c1)C2	10.8%[44.1 µM]
O=C(c1ccccn1)N1CCC(N2CCOC2=O)CC1	92.8%[activator][44.1 µM]
COc1ccc(-c2cc(N3CCCN(C(=O)Cc4ccccc4Cl)CC3)n[nH]2)cc1	-5.8%
Cc1cccc(-n2ncc(C(=O)N3CCN(c4ccc(Cl)cc4)CC3)c2C2CCN(C(=O)OC(C)(C)C)CC2)c1	?
COc1ccccc1N1CCN(C(=O)CC2NC(=O)NC2=O)CC1=O (stereo unspecified)	-6.5%
O=C(Nc1ccc(C2(C(=O)N3CCN(c4ccccn4)CC3)CCC2)cc1)C1CC1	i
Cc1ccccc1-c1[nH]nc2ncc(-c3cccc(F)c3)nc12	?
CCCCN1CCN(c2nc(-c3ccccc3)nc3c2CCNC3)CC1=O	11.2µM*
CC1CCc2nn3ccn(CC(=O)Nc4ccc(C(F)(F)F)cc4)c(=O)c3c2C1 (stereo unspecified)	?
CCN(CC)c1ccc2cc(-c3nc4sc5c(c4c(=O)[nH]3)CCC(C(C)(C)C)C5)c(=O)oc2c1 (stereo unspecified)	87.8%[activator]
Cc1sc2ccn(C)c(=O)c2c1C(=O)NC1CCN(Cc2ccccc2)CC1	-3.7%
COC(=O)CNC(=O)N1CCN(S(=O)(=O)c2ccc3c(ccn3C)c2)CC1	71.0%[activator]
Cc1ccc(Cl)cc1N1CCN(C(=O)c2ccc(CS(=O)(=O)c3ccccc3C)o2)CC1	-21.4%
COc1ccc(Nc2cnc3ccc(-c4ccc(F)cc4)nn23)cc1OC	2.82µM*
COCCOC1CN(C2CCN(C(=O)COc3ccc(F)cc3)CC2)C12CCCCC2 (stereo unspecified)	?
O=C(NCc1ccco1)C1CN(S(=O)(=O)c2cccs2)CC12CCCCC2 (stereo unspecified)	-16.7%
NC(=O)[C@H]1C[C@@H](O)[C@H](O)[C@H]2[C@@H]1SC(=Nc1ccc(Cl)cc1)N2Cc1ccc(F)cc1	-20.1%
COc1ccc(-c2nnc(SCC(=O)NC3CCCC3)nc2-c2ccc(OC)c(OC)c2)cc1OC	22.1%
COc1ccccc1CNC[C@H]1Cn2c(-c3cccc(Cl)c3)cnc2CO1	12.6µM*
O=C(Cn1nc2c(cc1=O)CCCCC2)Nc1cccnc1	-10.8%
Cc1ccc(CC(=O)N2CCN(C(=O)c3nnn4c3COC(c3ccc(F)cc3)C4)CC2)cc1 (stereo unspecified)	-17.6%
COc1cccc(-c2nnnn2[C@H]2CO[C@H]3[C@@H]2OC[C@@H]3NC(=O)c2ccccc2C(=O)O)c1	-11.1%
Cc1cccc(C)c1CN1CC2(COCC1=O)CN(c1ccc(C(F)(F)F)cn1)C2	-1.2%[44.1 µM]
COC(=O)[C@@H]1Cc2ncn(Cc3ccc(Cl)cc3)c2CN1C(=O)c1ccccc1	i
CN(C)S(=O)(=O)N(CC(=O)NCCSc1ccccc1)c1ccccc1	23.7%
N#Cc1cccc(NC(=O)C2CCN(c3ncccn3)CC2)c1	-4.2%
CCOC(=O)c1cnc2c(C)cc(C)cc2c1NCCc1ccc(OC)c(OC)c1	?
O=C(Cc1ccc(Br)cc1)NCc1nnc2ccc(-c3ccc(F)cc3)nn12	-7.7%
COc1ccc(C(=O)Nc2ccc3oc(-c4cccc5c(Br)cccc45)nc3c2)cc1	49.9%[activator]
C[S+](=O)([O-])N1CCC2(CC1)C(=O)NN=C2c1ccncc1	22.1%[44.1 µM]
O=C(NC1CCCCC1)C1CCCN(c2cnc3nccnc3c2)C1 (stereo unspecified)	i
COc1ccc(C(=O)N2CCC3(CC2)CC(N(Cc2ccccc2)C2CC2)CCO3)cc1 (stereo unspecified)	?
FC(F)(F)c1ccc(N2C3CCC2CN(Cc2ccc(-c4ccsc4)cc2)C3)cc1	2.2%
Cc1ccccc1-c1cc(O)c2c(c1)CNCCO2	?
Cc1nccnc1CN1CCC2(CC1)CCN(Cc1ncc[nH]1)CC2CO (stereo unspecified)	-2.5%
CCCS(=O)(=O)N1CC(=O)N(c2ccc(C)c(Cl)c2)C(C)(C(=O)NC2CCCCCC2)C1 (stereo unspecified)	16.7%
CCC1CN(C(=O)Nc2cccc3c2CCCC3)c2ccccc2O1 (stereo unspecified)	i
COCc1nc(CCNC(=O)CCCc2nc3ccccc3[nH]2)no1	-4.9%
COCCOC1CCOC2(CCN(C(=O)CCCc3ccccc3)CC2)C1 (stereo unspecified)	?
CCOc1cc(OCC)cc(C(=O)Nc2cccc(-c3nc4ccccc4[nH]3)c2)c1	?
O=C(O)CCC(=O)N[C@H]1CCN2C(=O)c3cc(-c4cccc(C(F)(F)F)c4)ccc3NC(=O)[C@H]12	-11.9%
CC(C)(C)c1ccc(C(=O)NCC(c2cccnc2)N2CCc3ccccc3C2)cc1 (stereo unspecified)	?
Clc1ccc(-c2noc([C@@H]3Cc4nc[nH]c4CN3CC3CCCCC3)n2)cc1	?
O=C(NC[C@H]1O[C@@H]2C[C@@H](CC(=O)N3CCC(F)(F)C3)O[C@@H]2[C@@H]1O)NC1CCC1	57.5%[activator][44.1 µM]
CCCCc1nn2c(=O)cc(COC(=O)c3cccc(NC(=O)c4cccc(Cl)c4)c3)nc2s1	-12.0%

2 of the compounds above, field by field:
Cc1ccccc1-c1cc(O)c2c(c1)CNCCO2
  Pf Dd2 inh: ?

COCc1nc(CCNC(=O)CCCc2nc3ccccc3[nH]2)no1
  Pf Dd2 inh: -4.9%

Later entries.
SMILES	Pf Dd2 inh
CC1=C(C(=O)Nc2ccccc2)C(CC(C)C)n2nc(SCc3ccccc3C)nc2N1 (stereo unspecified)	13.2%
CN(C)C(=O)NCC(=O)N1C[C@@H](C(=O)O)[C@H](c2ccc3c(c2)OCO3)C1	7.2%
Cc1cccc(Nc2nc(N)nc(N)c2S(=O)(=O)c2ccccc2)c1	i
CC(C)CN(CCNC(=O)c1cn(C)c2ccc(S(=O)(=O)N3CCCC3)cc2c1=O)CC(C)C	14.0%
Cc1cnc(C(=O)N2CCC(C3CCN(S(C)(=O)=O)CC3)C2)cn1 (stereo unspecified)	10.6%
COc1cc(-c2nnn(CC(=O)NCc3ccccc3)n2)cc(OC)c1OC	14.3%
COc1ccc(C)cc1NC(=O)CSc1ncc2c(n1)-c1ccc(Cl)cc1N(Cc1ccccc1)S2(=O)=O	?
CCN1CCN(c2ncc3c(n2)CCN(Cc2cc(F)cc(F)c2)C3)CC1	-21.9%
COCCNC(=O)N1CCC(c2cc(-c3ccc(F)cc3)n[nH]2)CC1	i[5.79 µM]
Cc1cccc(N2CCN(CCCNc3ncnc4onc(-c5ccc(F)cc5)c34)CC2C)c1 (stereo unspecified)	?
CCOc1ccc(C2=CC(c3cccc(Br)c3)n3c(nc4ccccc43)N2)cc1Cl (stereo unspecified)	?
Clc1cccc(-c2cnc3n2C[C@H](CNCc2ccccc2)OC3)c1	?
CC1CCN(C(=O)CN2C(=O)NC3(CCCCC3)C2=O)CC1	-10.2%
C#C[C@H]1CN2CC[C@H]1C[C@@H]2CNC(=O)C1CCCCC1	?
CCCCN(CC)CCNC(=O)CN1C(=O)COc2ccc(S(=O)(=O)N3CCCC3)cc21	?
CN(C)[S+](=O)([O-])c1ccc2c(c1)OCCN(Cc1ccc(Cl)cn1)C2	-6.5%[44.1 µM]
COc1ccc(N2CCN(CCCNC(=O)Nc3ccccc3)CC2)cc1	i
CN(C)C[C@@H]1CN(S(C)(=O)=O)C[C@H]1NC(=O)C1(C)CCOCC1	75.4%[activator]
CCOc1ccc2nc(N3CCC(C(=O)Nc4cc(C)ccc4C)CC3)sc2c1	-11.4%
O=C(Cc1ccsc1)N1CCC(c2noc(C3CC3)n2)C1 (stereo unspecified)	i[5.79 µM]
CN1[C@@H](CCC(=O)NCc2ccco2)CNC(=O)[C@H]2NCC[C@H]21	-0.3%[44.1 µM]
CC1=C[C@@H](CNC(=O)c2ccccc2)[C@H](C(C)C)C[C@H]1Cc1nc2ccc(C)cc2[nH]1	-0.2%[44.1 µM]
Fc1ccc(-c2ccc3ncc(Nc4ccc5c(c4)OCO5)n3n2)cc1	i
O=C1COc2ccc(OCc3cncs3)nc2CN1CCOc1ccccc1	i
COc1ccc(CC(=O)N2CCC3(CC2)CN([S+](=O)([O-])c2ccccc2)CCO3)cc1	?
Cc1cc2occ(CC(=O)N3CC[C@](C)(O)[C@@H](O)C3)c2cc1Cl	2.9%
COc1ccc(C(=O)c2c(N)c(C(=O)Nc3cccc(OC)c3)c3ccccn23)cc1	2.4%
NC1CC(c2cc(N3CCCN(C(=O)c4ccoc4)CC3)ncn2)C1 (stereo unspecified)	?
COc1cc(C(CC(=O)Nc2ncccc2C)N2Cc3ccccc3C2=O)cc(OC)c1OC (stereo unspecified)	17.1%
Cc1ccc(C)c(NC2=C(c3ccc(C(F)(F)F)cc3)C(=O)c3ccccc32)c1	1.41µM*
CN1C[C@@H](NS(=O)(=O)c2ccc(F)cc2)C[C@H]1c1nc(-c2cccnc2)no1	-11.3%[44.1 µM]
CCO[C@H]1CN(C(=O)Cc2ccc3nc(C)[nH]c3c2)C[C@@H]1O	-18.7%
Cn1ccc2c(C(=O)NCCc3cnc[nH]3)nc(-c3cnn(Cc4ccccc4)c3)cc21	?
Cc1c(Cl)cccc1NC(=O)Cn1ccn2nc3c(c2c1=O)CCCCC3	i
Cc1ccc(OCC(=O)NCC2(N3CCOCC3)CCCCC2)cc1C	?
Cc1ccc(-n2ccnc(NCCc3ccccc3)c2=O)cc1C	i

This is a subset; count on the stated rates, not on these rows.
